Assay outcomes: PubChem, several laboratories
PolyA inh – polyadenylation inhibitors in yeast reporter cells, primary screen, luminescence, S. cerevisiae. calls only at 12 µM. 300,000 tested, 0.02% active. S. cerevisiae SKY197-pL101 polyadenylation reporter, beta-gal luminescence; efflux-impaired pdr1/pdr3 knockout yeast; score 100 = 6 SD above DMSO. AID 1875, 2009;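 active = lowest replicate activity score at least 50, where 100 means six control SD above control mean; inconclusive = lowest score under 50 but half or more replicates reach 50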;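 note: yeast exposed to compound for 9 h at 30 °C; higher score means more reporter readthrough which indicates perturbed polyadenylation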
HSF1 activator – HSF-1 activators, primary screen, NIH3T3-HGL cells, MG132 stress, luminescence, single point; NIH3T3-HGL HSF-1 luciferase reporter, 8 h; 100% = twice DMSO control signal; activation, % at 9 µM; 300,000 tested, 1.7% active; AID 504408, 2011;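 active = mean replicate activation of at least 50% with a set share of replicates each reaching 50%; inconclusive = only one of those two conditions met; inactive = mean below 50% and too few replicates reaching it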;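 note: 0% = median of the neutral control wells and 100% = twice that signal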
AI-2 QS modul – Vibrio harveyi AI-2 quorum sensing modulators, primary screen, JMH597 strain, luminescence/OD600 ratio; Vibrio harveyi JMH597 AI-2 luminescence/OD600 ratio, 9 h; hits give low values; strain lacks LuxN and CqsS sensors; 0 = neutral-control median; activity change, % at 7.5 µM; 300,000 tested, 0.4% active; in the data active = activity change below about -75%, passing the limit was not always enough; inconclusive = no clear call, values can overlap the other calls;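 note: luminescence divided by OD600 gain over 9 h not by final OD600 alone; inactives centre near 13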
GSK3B inh – human GSK3beta kinase inhibitors, primary screen, biochemical, cell-free homogeneous, HTS; GST-GSK3beta kinase, ADP-Glo luminescence, 60 min; hits give low values; 300,000 tested, 0.038% active; activity score (negative = inhibition), % at 10 µM; AID 2097, 2009; Glycogen synthase kinase-3 beta (Homo sapiens), P49841;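 active = more than half of replicate wells score below -50%, meaning over 50% inhibition versus plate controls; inconclusive = some replicates but at most half score below -50%; inactive = no replicate scores below -50%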;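 note: 0% = median DMSO wells and -100% = median GW8510 positive control wells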
Target sequence (P49841 whole entry, looked up): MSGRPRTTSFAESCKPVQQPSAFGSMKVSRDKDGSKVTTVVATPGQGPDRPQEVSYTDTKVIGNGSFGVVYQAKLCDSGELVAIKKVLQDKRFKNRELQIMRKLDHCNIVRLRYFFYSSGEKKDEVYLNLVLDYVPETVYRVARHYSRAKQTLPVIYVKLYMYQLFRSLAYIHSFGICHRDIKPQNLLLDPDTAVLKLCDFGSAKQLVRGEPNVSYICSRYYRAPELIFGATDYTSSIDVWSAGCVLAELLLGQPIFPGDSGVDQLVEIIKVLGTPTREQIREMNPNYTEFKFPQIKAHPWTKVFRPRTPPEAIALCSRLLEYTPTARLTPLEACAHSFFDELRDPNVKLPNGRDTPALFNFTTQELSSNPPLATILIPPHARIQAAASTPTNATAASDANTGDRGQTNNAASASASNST
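Assay system: GST-fused GSK3beta enzyme, cell-free / Medium: Tris pH 7.5 buffer with MgCl2, DTT, BSA, heparin / Also added: peptide substrate plus 25 µM ATP (final) / Compound: 10 µM single point / Timing: kinase reaction with compound 60 min at room temperature / Detection: ADP-Glo luminescence / Benchmarks: DMSO neutral wells and GW8510 at 20 µM as positive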
HSP90 inh – HSP90 inhibitors, primary screen, cell lysate, luminescence. Rabbit reticulocyte lysate, luciferase refolding luminescence, 3 h. inhibition, % at 5.6 µM. 290,000 tested, 0.91% active;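 active = inhibition above the screen-wide mean plus 3 SD, computed separately per campaign, cut at about 16% in these data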;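 note: 0% = DMSO wells and 100% = 60 µM geldanamycin wells; inhibitors lower the luminescence because luciferase stays unfolded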
HDAC3 inhib – HDAC3 deacetylase inhibitors, primary screen, biochemical, fluorescence, cell-free homogeneous; recombinant HDAC3, fluorogenic peptide/trypsin coupled; inhibition, % at 8.3 µM; 320,000 tested, 0.15% active; AID 2718, 2010; in the data active = inhibition above about 26%, passing the limit was not always enough; inconclusive = no clear call, values can overlap the other calls
Target sequence (O15379 whole entry, looked up): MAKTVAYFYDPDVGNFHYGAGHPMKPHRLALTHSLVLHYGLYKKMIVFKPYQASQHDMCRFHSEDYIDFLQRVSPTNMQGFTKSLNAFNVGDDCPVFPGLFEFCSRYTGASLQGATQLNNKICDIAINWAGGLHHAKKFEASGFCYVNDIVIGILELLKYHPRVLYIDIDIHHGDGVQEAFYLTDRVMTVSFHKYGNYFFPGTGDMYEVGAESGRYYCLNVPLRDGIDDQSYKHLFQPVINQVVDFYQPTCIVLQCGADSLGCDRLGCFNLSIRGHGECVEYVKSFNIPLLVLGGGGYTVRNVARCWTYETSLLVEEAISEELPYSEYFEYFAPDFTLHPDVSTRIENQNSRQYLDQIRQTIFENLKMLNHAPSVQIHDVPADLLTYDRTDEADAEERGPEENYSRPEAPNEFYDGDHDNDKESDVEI
Platelet DG rel – inhibitors of platelet dense granule secretion, primary screen, cell-based, MLPCN, human platelets | human platelet-rich plasma, SFLLRN dense granule ATP release, luminescence | inhibition, %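 (compounds screened at 7.5 µM in platelet-rich plasma)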 | 300,000 tested, 0.22% active | AID 1663, 2009;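 active = mean replicate score, as percent of positive control, at or above 50; inconclusive = mean below 50 but at least one replicate at or above 50; inactive = mean and every replicate below 50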
HSF1 inhib – HSF1 inhibitors in luciferase reporter cells, primary screen, cell-based, NIH3T3, luminescence; NIH3T3-HGL HSE-luciferase, MG132-induced, luminescence 8 h; hits give low values; activity change, negative = inhibition, % at 7.5 µM (by protocol); 300,000 tested, 0.77% active;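 active = more than half of replicate wells show activity change below -50%, luminescence cut by over half; inconclusive = some wells, but at most half, below -50%; inactive = no replicate well below -50%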;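 note: luciferase reports HSF-1 transcriptional activity via heat shock element; 0% = median of DMSO wells and -100% = zero luminescence signal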
DYRK1A inh – rat Dyrk1A kinase inhibitors, primary screen, biochemical, single point, plate reader; Dual specificity tyrosine-phosphorylation-regulated kinase 1A (Rattus norvegicus), Q63470; ADP-Glo luminescence, NFATc1 peptide; inhibition, % at 12.5 µM; 310,000 tested, 0.43% active; AID 504441, 2011; in the data active = inhibition above about 50%;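 note: plate controls were vehicle with enzyme for no effect and no enzyme for full effect; many of its hits are not listed in these tables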
GSK3 alpha inh – blockers of GSK3A enzyme activity – biochemical, luminescence, cell-free homogeneous, HTS, primary screen. Glycogen synthase kinase-3 alpha (Homo sapiens), P49840. GSK-3 alpha kinase, ADP-Glo luminescence, 60 min. inhibition, % at 10 µM. 320,000 tested, 0.1% active;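 in the data active = inhibition above about 50%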;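 note: GST-tagged GSK-3 alpha with peptide substrate and 25 µM ATP; 0% = DMSO neutral wells and 100% = GW8510 positive control wells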
The depositor's hits bear a star; i = inactive; u = inconclusive; x = not tested or not shown.

Start of the data: the first three records (preview)
SMILES	PolyA inh	HSF1 activator	AI-2 QS modul	GSK3B inh	HSP90 inh	HDAC3 inhib	Platelet DG rel	HSF1 inhib	DYRK1A inh	GSK3 alpha inh
O=C(/C=C/c1cccc([N+](=O)[O-])c1)N1CCN(S(=O)(=O)c2cccs2)CC1	i	-10	8	0	3	1	0	1	-5	-3
O=[N+]([O-])c1ccccc1OC/C(=N\O)c1ccccc1	i	-39	8	0	1	2	-4	-37	28	3
COc1cccc(NC(=O)CCNC(=O)c2ccccc2Cl)c1	i	-7	27	3	-2	0	-4	1	3	2

All compounds of this part, from the first entry:
SMILES	PolyA inh	HSF1 activator	AI-2 QS modul	GSK3B inh	HSP90 inh	HDAC3 inhib	Platelet DG rel	HSF1 inhib	DYRK1A inh	GSK3 alpha inh
O=C(/C=C/c1cccc([N+](=O)[O-])c1)N1CCN(S(=O)(=O)c2cccs2)CC1	i	-10	8	0	3	1	0	1	-5	-3
O=[N+]([O-])c1ccccc1OC/C(=N\O)c1ccccc1	i	-39	8	0	1	2	-4	-37	28	3
COc1cccc(NC(=O)CCNC(=O)c2ccccc2Cl)c1	i	-7	27	3	-2	0	-4	1	3	2
O=C(NCCN1CCN(c2ccccc2)CC1)c1cccn2c(=O)c3cc(Cl)ccc3nc12	i	9	4	0	3	2	-1	-6	0	-1
Cc1ccc(/C=N/Nc2ccc(Cl)nn2)cc1	i	15	-1	2	-5	-1	-3	11	3	0
CCOC(=O)c1nc(Nc2ccc(N3CCC(C)CC3)cc2)c2ccccc2n1	i	-12	12	-3	-1	2	-1	-6	9	-1
CC1CN(C(=O)c2ccc3c(c2)OCO3)CC(C)O1 (centres undefined)	i	-16	16	0	4	10	-1	2	3	x
Cc1ccc(C)c(S(=O)(=O)N2CCCC2CNC(=O)C(=O)NC2CCCC2)c1 (centres undefined)	i	-7	19	-3	x	6	1	-3	4	-2
Cc1ccc(NC(=O)COC(=O)COc2ccc(Cl)cc2C)c([N+](=O)[O-])c1	i	-6	14	4	-1	-1	-4	3	1	-3
COc1ccc(Nc2cc(=O)oc3ccccc23)cc1	i	-11	15	0	2	2	-2	-14	5	2
COc1ccc(-c2nc(N)nc(C(F)(F)F)c2-c2csc(C)n2)c(O)c1	i	-5	7	1	2	1	-2	3	-3	0
O=C(CSc1ccc(Cl)cc1)Nc1ccccc1N1CCN(C(=O)c2ccccc2)CC1	i	27	14	2	4	6	-3	13	12	2
Cc1ccc2c(cnn2C(=O)CCC(=O)N2CCCCC2C)c1 (centres undefined)	i	3	20	-3	-5	-1	3	5	-1	-2
O=C(NCc1cccnc1)c1noc2c1CCCCC2	i	-4	24	-5	1	0	8	0	0	3
O=C(c1ccccc1NS(=O)(=O)c1ccccc1)N1CCCCCC1	i	-21	-6	5	2	6	-8	-10	-1	x
O=[N+]([O-])c1cc(/C=N/NC(=S)Nc2ccccc2Cl)ccc1Cl	x	x	14	0	1	-2	x	x	x	-1
O=C(NNS(=O)(=O)c1ccccc1C(F)(F)F)c1cc2ncc(C(F)(F)F)cc2s1	i	2	30	2	-1	4	2	-2	x	-4
O=C(CSc1ccccn1)Nc1nc2ccc(Br)cc2s1	i	34	6	-2	0	7	-2	19	28	x
COc1ccc(Cl)cc1NC(=O)CN(c1ccccc1)S(=O)(=O)N(C)C	x	-7	10	-1	-1	1	-7	-7	-1	-1
CSc1ncc(C(=O)Nc2ccccc2Cl)c(C)n1	i	-4	2	2	3	5	-8	-10	0	-4
CC(CCn1cccn1)NC(=O)CCc1nnc(CCc2ccccc2)o1 (centres undefined)	i	13	16	3	2	-5	4	2	4	-1
CCN(CC)c1nc2c(s1)C(=O)CC(C)(C)C2	x	-13	2	1	0	0	-18	13	4	2
Nc1c(C(=O)c2ccc(Cl)cc2)sc2c1c(=O)[nH]c(=O)n2-c1ccccc1	i	-13	13	-2	12	-9	-10	-8	6	2
O=C(NCc1ccccc1)/C(NC(=O)c1ccccc1)=C(/Sc1ccccn1)c1ccccc1	i	-1	14	-1	1	-5	u	2	1	0
COC(=O)[C@@]1(Cc2ccccc2)[C@H]2c3cc(C(=O)N4CCCC4)n(CCSCCO)c3C[C@H]2CN1C(=O)c1ccccc1	i	15	9	-1	1	8	0	-2	x	-1
COc1cc(/C=C2\C(=O)NN(c3ccc(C)cc3)C2=O)cc([N+](=O)[O-])c1O	i	-2	58	2	-3	9	8	3	2	-2
Cc1cc(NC(=O)CSc2ccc(-c3nc4cc(C)c(C)cc4[nH]3)cn2)no1	i	26	12	6	-1	1	2	20	1	2
O=c1cc(-c2ccccc2)[nH]c2cc(Cl)ccc12	i	-4	21	1	-3	-8	-6	-3	3	-1
COc1ccc(Nc2nc(N3CCCCC3)nc(N3CCCCC3)n2)c(OC)c1	i	-22	17	-1	x	3	5	-13	-2	-2
COC(=O)CCCCCCCCC(O)CN(C)C (centres undefined)	i	-14	-6	-2	-1	2	3	-6	-1	3
Cc1cc(=O)oc2cc(OCC(=O)OCC(=O)NC3CC3)ccc12	i	2	37	0	0	-11	-1	-2	10	0
Cc1ccc2nc(/C(C#N)=C/c3ccccc3C(=O)O)[nH]c2c1	i	-11	23	-17	1	0	0	-10	-7	-2
CCc1c(C)[nH]c2c1C(=O)C(CN1CCOCC1)CC2 (centres undefined)	i	-7	-7	-2	x	3	15	4	-5	2
CC(C)(C)NC(=O)CSc1nnc(-c2c[nH]c3ccccc23)o1	i	11	8	2	1	-1	-4	5	15	5
CCN(CCO)Cc1csc2cc(C)ccc12	i	-14	4	3	-1	1	-2	-4	-3	-2
COc1cccc(NC(=O)[C@H](C)NC(=O)C2CCN(S(=O)(=O)c3ccc(C)cc3)CC2)c1	i	0	24	2	-2	4	1	-1	0	-2
CC1(C)N=C(N)N=C(N)N1c1ccc(F)cc1F	i	19	2	-4	0	6	-8	5	2	-4
Cn1nnnc1Sc1ncnc2scc(-c3ccc(F)cc3)c12	i	62*	6	1	2	-6	-5	41	19	0
Cc1ccc(N2C(=O)CC(Sc3ccccc3C(=O)O)C2=O)cc1 (centres undefined)	i	6	21	1	-2	-16	-3	-2	7	4
CN1CCOc2ccc(S(=O)(=O)NCCc3ccc(Cl)cc3)cc21	i	25	10	2	-1	9	-5	2	x	-4
O=C(CCN1C(=O)c2ccccc2C1=O)Nc1ccccc1C(=O)N1CCOCC1	i	-12	2	7	-2	2	8	-6	5	-4
CCOc1cc(C(=O)OCC(=O)Nc2ccc(SC(F)F)cc2)cc(OCC)c1OCC	i	-9	12	-1	-3	2	2	-5	-5	-6
CCOC(=O)N1CCN(S(=O)(=O)c2ccc(F)c(C(=O)Nc3cccc(C)c3C)c2)CC1	i	38	29	-6	5	-3	-1	18	3	x
COc1ccc(C)cc1-n1c(=O)c2ccccc2c2ccccc2c1=O	i	315*	14	5	2	x	11	236	x	x
Cc1ccc(NC(=O)c2cc([N+](=O)[O-])ccc2N2CCOCC2)cc1S(=O)(=O)N1CCOCC1	i	1	9	1	0	2	-3	0	8	-26

3 entries from above, reformatted.
Each structure is followed by: PolyA inh, HSF1 activator, AI-2 QS modul, GSK3B inh, HSP90 inh, HDAC3 inhib, Platelet DG rel, HSF1 inhib, DYRK1A inh, GSK3 alpha inh
O=C(CCN1C(=O)c2ccccc2C1=O)Nc1ccccc1C(=O)N1CCOCC1
  i, -12, 2, 7, -2, 2, 8, -6, 5, -4
CCOc1cc(C(=O)OCC(=O)Nc2ccc(SC(F)F)cc2)cc(OCC)c1OCC
  i, -9, 12, -1, -3, 2, 2, -5, -5, -6
CCOC(=O)N1CCN(S(=O)(=O)c2ccc(F)c(C(=O)Nc3cccc(C)c3C)c2)CC1
  i, 38, 29, -6, 5, -3, -1, 18, 3, x

Additional entries follow.
SMILES	PolyA inh	HSF1 activator	AI-2 QS modul	GSK3B inh	HSP90 inh	HDAC3 inhib	Platelet DG rel	HSF1 inhib	DYRK1A inh	GSK3 alpha inh
COCCCNc1nc2nonc2nc1N1CCC(C(C)N2CCOCC2)CC1 (centres undefined)	i	-4	7	2	0	-2	0	0	0	-2
CN1CCN(C(=S)C(=O)Nc2ccccc2)CC1	i	-4	2	4	3	-3	9	-9	1	-1
COC(=O)c1c(F)c(F)c(NCCO)c(F)c1F	i	-10	6	2	-1	2	12	8	0	-2
O=C(NNC(=O)c1ccccc1F)c1cccc(Cl)c1	x	16	18	-1	-2	3	-10	-2	1	-1
CCCn1c(N)c(N(CCOC)C(=O)c2ccc(C#N)cc2)c(=O)[nH]c1=O	i	-15	27	1	-4	3	-1	-6	5	-1
CC(CC(=O)NNC(=O)c1ccncc1)c1ccccc1 (centres undefined)	i	-4	-21	0	x	7	-9	-2	2	1
Cc1ccc(NC2CCCN(C(=O)CCC3(C)CC3)C2)cc1C (centres undefined)	i	8	31	2	-4	4	-3	0	-4	-1
Cc1ccccc1NS(=O)(=O)c1cc(S(C)(=O)=O)ccc1C	i	-1	4	-3	-3	3	9	0	3	-3
O=C(Nn1cnnc1)c1cc(Cl)ccc1Cl	i	7	-3	-1	2	0	6	-2	-1	-1
COc1ccc(OC)c(CN2CCCC(CO)C2)c1 (centres undefined)	i	4	10	-3	3	1	-3	-1	27	1
O=C(c1ccccc1)c1ccccn1	i	10	-3	1	1	9	2	-5	-1	-3
CCn1nc(C(=O)OCC(=O)c2c[nH]c3ccccc23)c2ccccc2c1=O	i	2	21	-5	1	-1	2	-1	3	-1
CC1=CC(C)(C)N(C(=O)CCl)c2ccccc21	i	-11	16	-5	3	0	9	-10	-2	6
COC(=O)c1ccc(OCC(=O)c2ccccc2OC)cc1	i	14	13	-4	-4	5	9	13	14	-3
O=C(Nc1ccccc1C(=O)O)c1cc(S(=O)(=O)NCc2ccccc2)ccc1Cl	i	-14	6	7	1	-3	-13	2	-2	0
Cc1cc(C(F)(F)F)c(C#N)c(Sc2ccccc2)n1	i	x	16	1	0	6	-1	x	-5	-1

These rows are one share of the data. The share of hits here may be higher or lower than overall.
